IL-2 act = qHTS of IL-2 Activators | IL-2 activation reporter assay, cell-based qHTS; stimulated with anti-CD3/CD4/CD28 beads; in transgenic mouse T cells | actives 0.065% (n = 360,000) | AID 652025, 2013 | activation, % (series mostly up to about 46 µM); in the data active = activation above about 50%; inconclusive = mostly about 30% to 49%; note: 0% is about no effect
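Unstimulated transgenic mouse T cells, 750 per well, received compound and, after 60 minutes, anti-CD3/anti-CD4 bead plus anti-CD28 stimulation. EGFP and DsRed were quantified after 18 hours.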
PI5P4Ka inh = qHTS for Inhibitors of phosphatidylinositol 5-phosphate 4-kinase (PI5P4K). max response, %. Phosphatidylinositol 5-phosphate 4-kinase type-2 alpha (Homo sapiens), P48426. AID 652105, 2013. PI5P4Kalpha enzyme, ADP-Glo luminescence, 60 min; stronger effect = lower value. actives 1.2% (n = 330,000); active = max response of -50% or lower; inconclusive = between -30% and -50%; inactive = -30% or higher; note: value at the top dose of about 77 µM; % is set by controls: 0 for no effect and ±100 for the full control effect
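PI5P4Kalpha ADP-Glo assay; 5 microM ATP final; 60 min RT reaction; HEPES pH 7.4/EGTA/CHAPS, 5% DMSO; controls lacking substrate or enzyme; luminescent end-point.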
GLP1R ag = qHTS of GLP-1 Receptor Agonists; HEK293 GLP-1R CRE-luciferase, luminescence, 4-6 h; cells express a hypersensitive GLP-1R form; actives 0.007% (n = 380,000); Potency, µM (top dose mostly 45.6 µM), without a hit: at the top dose activation, most hits filed as activators; Glucagon-like peptide 1 receptor (Homo sapiens), P43220; note: potency is the fitted concentration of half-maximal effect; % of control where 0% means no effect
Target sequence (P43220 whole entry, looked up): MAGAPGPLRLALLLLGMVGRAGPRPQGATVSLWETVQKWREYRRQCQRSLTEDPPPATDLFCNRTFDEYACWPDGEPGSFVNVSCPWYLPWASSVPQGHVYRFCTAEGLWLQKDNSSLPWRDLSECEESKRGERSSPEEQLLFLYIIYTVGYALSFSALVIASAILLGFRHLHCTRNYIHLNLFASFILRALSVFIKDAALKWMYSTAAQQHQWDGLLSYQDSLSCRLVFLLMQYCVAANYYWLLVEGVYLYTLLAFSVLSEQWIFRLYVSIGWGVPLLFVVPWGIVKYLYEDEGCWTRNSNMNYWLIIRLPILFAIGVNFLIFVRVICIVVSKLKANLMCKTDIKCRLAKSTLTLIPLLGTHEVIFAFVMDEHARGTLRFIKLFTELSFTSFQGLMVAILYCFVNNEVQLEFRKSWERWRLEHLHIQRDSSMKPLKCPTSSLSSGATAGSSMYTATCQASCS
EPAC1 ag = qHTS for Agonist of cAMP-regulated guanine nucleotide exchange factor 3 (EPAC1): primary screen. actives 0.073% (n = 360,000). Rap guanine nucleotide exchange factor 3 (Homo sapiens), O95398. EPAC1 agonist qHTS, biochemical assay; response scale: 100% = response to 6.5 mM cAMP. Potency, µM (series often up to 154 µM), inactives show top-dose activation, usual class: activators; note: potency is the fitted concentration of half-maximal effect; nearly all actives have a fitted effect of over 60% in size
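Read-out is the fluorescence drop as BODIPY-GDP leaves Rap1B (480 nm excitation, 540 nm emission), recorded every 5 minutes over 30 minutes. Reactions held 100 nM EPAC1, 250 nM Rap1B–BODIPY-GDP and 50 uM GDP, with 6.5 mM cAMP setting full activation.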
PTHR1 agonist = qHTS for PTHR1 Agonists: Primary Screen; HEK293 GP2 PTHR1 cells, GloSensor cAMP luminescence, 1 h; actives 0.075% (n = 410,000); Parathyroid hormone/parathyroid hormone-related peptide receptor (Homo sapiens), Q03431; Potency, µM (highest dose often 115 µM), for the others: top-dose activation, hits mostly activators; note: potency is the fitted concentration of half-maximal effect; nearly all actives have a fitted effect of over 55% in size; some results filed as inactive show a strong effect at the top dose; inactives centre near -15; many of its hits are not listed in these tables
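HEK-293-derived GP2 cells expressing PTHR1 and a GloSensor cAMP reporter, 3,000/well, plated overnight, given luciferin plus IBMX (each 0.5 mM as added) for 1 h at 37 °C, then compound for 1 h at 37 °C. Luminescence was read after 15 min at room temperature.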
PLK1 PBD inh = qHTS for Inhibitors of PLK1-PDB (polo-like kinase 1 - polo-box domain): Primary Screen | Potency, µM, for inactives: max response, negative = inhibition, most hits filed as inhibitors | Plk1 PBD binding of FITC phosphopeptide, fluorescence polarization | actives 2.8% (n = 360,000) | Serine/threonine-protein kinase PLK1 (Homo sapiens), P53350 | AID 720504, 2013; note: potency is the fitted concentration of half-maximal effect; series mostly up to about 57 µM; % is set by controls: 0 for no effect and ±100 for the full control effect; nearly all actives have a fitted effect of over 65% in size
Target sequence (P53350 whole entry, looked up, the tested form may be a part): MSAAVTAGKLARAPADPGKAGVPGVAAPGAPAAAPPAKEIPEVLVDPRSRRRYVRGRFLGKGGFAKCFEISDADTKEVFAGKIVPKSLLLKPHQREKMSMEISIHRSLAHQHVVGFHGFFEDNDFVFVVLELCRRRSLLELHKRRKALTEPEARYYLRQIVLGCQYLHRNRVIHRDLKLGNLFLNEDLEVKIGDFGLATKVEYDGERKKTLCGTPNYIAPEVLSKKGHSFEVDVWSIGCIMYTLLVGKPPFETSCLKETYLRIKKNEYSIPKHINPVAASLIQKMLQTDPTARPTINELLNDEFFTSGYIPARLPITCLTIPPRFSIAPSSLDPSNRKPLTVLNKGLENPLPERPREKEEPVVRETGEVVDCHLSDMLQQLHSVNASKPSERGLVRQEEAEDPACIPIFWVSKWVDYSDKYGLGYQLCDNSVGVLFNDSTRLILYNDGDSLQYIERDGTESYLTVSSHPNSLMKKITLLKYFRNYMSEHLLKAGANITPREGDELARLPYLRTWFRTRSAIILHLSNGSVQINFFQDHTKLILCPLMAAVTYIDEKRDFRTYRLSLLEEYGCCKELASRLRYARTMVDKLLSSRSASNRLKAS
EPAC1 antagonist = qHTS for Antagonist of cAMP-regulated guanine nucleotide exchange factor 3 (EPAC1): primary screen | EPAC1 GEF assay, Rap1b-BODIPY-GDP exchange fluorescence | Potency, µM (doses to about 115 µM), for inactives: at the top dose activity change, negative = inhibition, actives largely listed as inhibitors | actives 0.14% (n = 360,000) | AID 720709, 2013;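 note: potency is the fitted concentration of half-maximal effect; plate controls were vehicle for no effect and positive control for full effect; nearly all actives have a fitted effect of over 50% in size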
GLP-1R inv ag = qHTS of GLP-1 Receptor Inverse Agonists (Inhibition Mode) | AID 624417, 2012 | actives 1.6% (n = 410,000) | Potency, µM (top dose mostly 38.3 µM), for inactives: at the top dose activity change, negative = inhibition, most hits filed as inhibitors | HEK293 GLP-1R CRE-luciferase, luminescence, 24 h; GLP-1R form is constitutively active; note: potency is the fitted concentration of half-maximal effect; % is set by controls: 0 for no effect and ±100 for the full control effect; nearly all actives have a fitted effect of over 55% in size
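Readout was luciferase luminescence, measured 12 min after detection reagent at room temperature. Beforehand, GLP-1R reporter HEK293 cells had sat 12 h, then received compounds for 24 hr at 37 deg C.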
HEK293 tox = qHTS of GLP-1 Receptor Inverse Agonists: Cytotox Screen; actives 0.13% (n = 410,000); HEK293 cAMP-luciferase reporter cells, luminescence, 24 h; AID 624418, 2012; Potency, µM (series often up to 38.3 µM), without a hit: at the top dose activity change, negative = inhibition, most hits filed as inhibitors;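 note: loss of luciferase light is scored as toxicity; potency is the fitted concentration of half-maximal effect; % is set by controls: 0 for no effect and ±100 for the full control effect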
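Step one: seed cells (200 cells/uL, DMEM with 10% Nu serum, 1% pen-strep). Step two: 12-hour incubation at 37 deg C. Step three: pin 23 nL compound, incubate 24 hr. Step four: add luciferase reagent, read luminescence 12 min later.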
* = called active by the depositor; i = inactive; ? = inconclusive; . = no result given; [ ] = another dose, or the depositor's remark. Unless noted, calls come from the whole dose curve; as a rule, active = well fitted curve in the direction sought with a large enough effect; inconclusive = small, poorly fitted or top-dose-only effect, or another doubt; inactive = no such curve, though single readings can be large; an effect the other way counts as inactive or inconclusive.

SMILES	IL-2 act	PI5P4Ka inh	GLP1R ag	EPAC1 ag	PTHR1 agonist	PLK1 PBD inh	EPAC1 antagonist	GLP-1R inv ag	HEK293 tox
Cc1ccc(CNC(=O)CCCCn2c(=O)c3ccccc3n(Cc3ccc(Cl)cc3)c2=O)cc1	.	.	0%	.	-78%[inhibitor]	.	.	4%	6%
COc1ccccc1NC(=O)COc1ccc(/C=N/NC(=O)CSCc2cc(C)cc(C)c2)cc1	-2.4	-12	7%	-1%	-10%	-5%	-4%	1%	-4%
CN(C)CCNC(=O)c1ccc(Sc2ccc(Br)cc2)c([N+](=O)[O-])c1	-0.7	-1	18%	-5%	i	-5%	-4%	?	-2%[0.307 µM]
C[C@H](CO)N1C[C@H](C)[C@@H](CN(C)C(=O)Nc2ccc3c(c2)OCO3)Oc2c(NC(=O)C3CC3)cccc2C1=O	-0.5	5	0%	1%	3%	-6%	-15%	6%	2%
O=C(c1ccc(CS(=O)(=O)c2ccccc2)o1)N1CCN(c2ncccn2)CC1	-2.3	-7	5%	-6%	-68%[inhibitor]	2%	4%	-17%	-26%
CCN(CC(=O)Nc1ccc(NC(C)=O)cc1)C(=O)c1ccc(N(C)S(=O)(=O)c2ccc(C)cc2)cc1	2.7	1	-4%	-6%	-6%	1%	-20%	16%	-36%
COc1ccc(S(=O)(=O)Cc2ccc(C(=O)NC3CCCCCC3)o2)cc1	-0.5	6	3%	-5%	i	-4%	?	?	3%
O=C(NC(=S)NCCc1ccccc1)c1cccc(Cl)c1	-0.8	22	0%	4%	-17%	-14%	-25%	?	?
CC1(C(=O)NS(=O)(=O)c2cccc(OC(F)F)c2)CCN1C(=O)CC(c1ccccc1)c1ccccc1 (stereo not given)	-0.1	0	-7%	-3%	-13%	-2%	-6%	-30%	-2%
Cc1c(N2C(=O)C(=O)/C(=C(/O)c3ccc(Br)cc3)C2c2cccnc2)c(=O)n(-c2ccccc2)n1C (stereo not given)	3.5	1	1%	1%	i	7%	4%	2%	-15%
Cc1ccccc1OCC(=O)N/N=C1\CCOc2c(C)cccc21	-0.5	.	11%	-4%	i	-2%	1%	-3%	6%
CCc1nnc(NC(=O)CSCc2cc(=O)n3nc(C)sc3n2)s1	-3.0	?	1%	18%	-18%	3.4µM*	16%	0%	-5%
CCCCC1=NN(C(=O)c2ccncc2)C(O)(C(F)(F)F)C1 (stereo not given)	1.7	-10	4%	10%	i	-9%	1%	?	-1%
COc1ccccc1OC(=O)CN1C(=O)c2ccccc2C1=O	0.6	0	4%	11%	-5%	-9%	-3%	-10%	7%
O=C(N/N=C/c1ccc(OC(=O)c2ccco2)cc1)c1ccccn1	0.7	4	1%	3%	-8%	-4%	5%	-11%	5%
COCCNc1oc(COc2cccc(C)c2)nc1C#N	1.7	1	7%	-5%	i	-7%	14%	15%	-8%
O=C(CNC(=O)c1cccs1)NCCN1CCN(Cc2ccccc2)CC1	0.3	.	-3%	13%	-16%	-10%	-7%	17%	13%
COc1ccc(C(=O)Nc2nnc(-c3cccs3)s2)cc1	-0.6	-10	-8%	4%	i	-6%	7%	10%	-15%
CS(=O)(=O)c1ccc(-n2nnc3ccccc32)c([N+](=O)[O-])c1	0.1	-1	25%	8%	i	-7%	1%	133%[activator]	-3%
O=C(CSc1nc(-c2ccc(F)cc2)cs1)N1CCOCC1	1.7	.	-3%	13%	?	-3%	6%	0%	6%

The last three records of the part before are carried over, then new ones follow:
SMILES	IL-2 act	PI5P4Ka inh	GLP1R ag	EPAC1 ag	PTHR1 agonist	PLK1 PBD inh	EPAC1 antagonist	GLP-1R inv ag	HEK293 tox
COc1ccc(C(=O)Nc2nnc(-c3cccs3)s2)cc1	-0.6	-10	-8%	4%	i	-6%	7%	10%	-15%
CS(=O)(=O)c1ccc(-n2nnc3ccccc32)c([N+](=O)[O-])c1	0.1	-1	25%	8%	i	-7%	1%	133%[activator]	-3%
O=C(CSc1nc(-c2ccc(F)cc2)cs1)N1CCOCC1	1.7	.	-3%	13%	?	-3%	6%	0%	6%
CC(=O)Nc1cc(-c2ccsc2)cn2c(-c3ccc(F)cc3)cnc12	-0.4	-18	4%	-3%	i	?	-10%	-2%	-1%
O=C(NC(Cc1ccccc1)C(=O)O)/C(=C\c1ccc(Cl)cc1)NC(=O)c1ccccc1 (stereo not given)	0.1	3	0%	0%	-4%	-8%	-21%	16%	0%
CC(=O)Nc1ccc(C(=O)NCC(=O)OCc2c(F)cccc2Cl)cc1	0.3	3	9%	12%	i	-8%	-6%	1%[7.66 µM]	1%[7.66 µM]
COc1ccc(/C=C/C(=O)OCC(=O)c2cc(C)ccc2C)cc1	-3.5	-17	1%	-1%	i	2%	-3%	-12%	-5%
O=S(=O)(NCc1ccccc1F)c1cccc(S(=O)(=O)N2CCOCC2)c1	-0.2	1	20%	7%	-5%	-12%	4%	0%	-11%
CCN(CC)CCNc1c(C)cc(CO)c(Cl)c1C	-3.2	1	3%	-4%	-11%	-11%	-6%	-27%	-9%
O=C(Nc1ccccc1N1CCOCC1)c1ccccc1NS(=O)(=O)c1ccc(F)cc1	1.1	4	0%	1%	-11%	-4%	-16%	-2%	4%
COC(=O)NCC(c1ccc2c(c1)OCO2)N1CCN(c2ccc(OC)cc2)CC1 (stereo not given)	0.7	-2	5%	-8%	i	5%	-8%	1%	6%
CSc1ncc(CN2CCN(C3CCN(C(C)C)CC3)C(CCO)C2)cn1 (stereo not given)	3.1	2	0%	-4%	i	-5%	1%	-5%	1%
Cc1cc(CNC(=O)COc2ccc(F)cc2F)c2ccccc2n1	-1.0	5	10%	3%	-47%[inhibitor]	-1%	-4%	-1%	3%
COc1cc(CNn2nnnc2N)cc(Br)c1OCc1c(Cl)cccc1Cl	-3.8	21	-2%	-17%	-18%[57.5 µM]	3%	-2%	0%	-26%
Cc1ccc(C(=O)N/C(=C\c2ccco2)C(=O)N2CCSCC2)cc1C	-1.1	4	16%	-2%	i	-6%	-5%	2%	-12%
c1ccc2c(OCCCCN3CCOCC3)cccc2c1	-0.1	-14	-2%	2%	i	?	-4%	?	-10%
CCCOc1ccc(C(C)=O)cc1Cc1c(O)nc(SC)[nH]c1=O	-1.0	1	11%	-8%	i	-5%	-1%	7%	-5%
CC1(C(=O)Nc2cccnc2)Cc2c(-c3cccc(C(F)(F)F)c3)ccnc2O1 (stereo not given)	-0.7	0	-1%	-15%	-3%	1%	-22%	?	-4%
Cc1ccc(S(=O)(=O)CC(=O)N2CCOCC2)cc1	-1.4	1	0%	7%	i	1%	-5%	-1%	20%
CCC(C(=O)N1CCN(C(=O)c2ccco2)CC1)n1sc2ccccc2c1=O (stereo not given)	-0.2	-5	4%	-1%	-4%	-9%	-1%	?	-28%
Cc1cc(=O)[nH]c2c(C)cc(S(=O)(=O)N3CCOCC3)cc12	-2.1	2	-5%	2%	i	5%	-1%	61%[activator]	1%
CCOc1ncccc1C(=O)OCC(=O)NCc1ccc2c(c1)OCO2	-0.7	6	11%	-8%	-11%	-9%	-3%	25%	5%
CC(C)(C)OC(=O)N[C@@H](Cc1ccccc1)C(=O)N1CCC(C(=O)NCC(=O)O)CC1	-2.6	16	0%	4%	-4%	2%	-1%	11%	19%
Cc1ccc(S(=O)(=O)N2CCCCC2)cc1NC(=O)COC(=O)C1CC2C=CC1C2 (stereo not given)	-5.6	-3	10%	7%	-28%	0%	-24%	?	-4%
Cc1cc(SCC(=O)NCc2ccc(Cl)cc2)nc(=O)[nH]1	.	.	2%	.	19%	.	.	12%	3%
COc1ccc(/C=C/CN2CCC(C(=O)NC(c3ccc(F)cc3)c3ccc4ccccc4n3)CC2)cc1 (stereo not given)	-0.4	6	-13%	4%	-17%	-10%	-10%	?	?
Nc1c(S(=O)(=O)c2cccs2)c2nc3ccccc3nc2n1CC1CCCO1 (stereo not given)	-1.9	.	-11%	6%	i	-9%	-11%	-2%	6%
COc1ccc(NC(=O)C2CCC(CNc3c(N4CCCCC4)c(=O)c3=O)CC2)c(OC)c1 (stereo not given)	-0.2	-2	15%	-1%	-13%	-10%	2%	2%	8%
Cn1c(SCc2n[nH]c(=S)o2)nnc1-c1ccccc1	-1.1	-13	-2%	-2%	i	-20%	-1%	16%	11%
CN1C(=O)C(=O)/C(=C(/O)c2ccccc2)C1c1ccc([N+](=O)[O-])cc1 (stereo not given)	-0.5	5	-6%	-6%	-1%	1%	-4%	7%	3%
CNc1ccccc1-c1nc2ccccc2n(C)c1=O	-2.2	-1	-3%	-4%	i	1%	10%	8%	-19%
COc1cc(OC)cc(C(=O)Nc2ccc3nc(N4CCC(C)CC4)cc(C)c3c2)c1	.	.	-2%	.	-9%	.	.	?	-17%
CCOc1ccc(CCNC(=O)Cc2ccc(NC(=O)C3=C(C)OCCS3)cc2)cc1	0.4	-6	2%	-2%	i	-17%	-19%	-18%	1%
Cc1ccc(N2NC(=O)/C(=C/C=C/c3ccco3)C2=O)cc1C	1.4	-14	0%	0%	i	?	?	4%	-7%
Cc1ccc(C(=O)N2CCC(C(=O)NCc3cccnc3)CC2)cc1	-0.8	7	-13%	-6%	-9%	-1%	12%	5%	-5%

Source: PubChem

An excerpt; rates above refer to the full screens.
